Fam108B counter: blocks mouse Fam108B hydrolase in RBBP9 counter-screen; 0.33% of 300,000 active; recombinant Fam108B, FP-Rh probe fluorescence polarization; AID 1947; inhibition, % at 9.51 µM;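 active = inhibition above the screen mean inhibition plus 3 SD, computed separately per campaign, cut at about 18% in these data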;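 note: inhibitors lower polarization as less probe binds the enzyme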
CR mimetic SO: lowers age-related superoxide in aged yeast cells. S. cerevisiae aged cells, superoxide DHE fluorescence; stronger effect = lower value. 0.18% of 330,000 active. AID 2690. superoxide response (% of plate mean), % at 10 µM;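 active = superoxide response under a set limit, about three screen SD below normal, cut at about 65% in these data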;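 note: yeast aged for seven days with compound at 30 °C before DHE staining; 100% = average MFI of all compound-treated wells on the plate with controls excluded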
MEX-5 binding: C. elegans MEX-5 TCR-2 RNA binding activity | activity score (negative = inhibition of binding), % at 10 µM | 0.38% of 300,000 active | MEX-5/FITC-TCR2 RNA binding, fluorescence polarization; stronger effect = lower value;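 active = inhibition past about -25% in most replicates, and total fluorescence under double the plate's negative control median, limit read from the data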;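 note: 0% = DMSO and -100% = 5 µM competing unlabeled TCR2 RNA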
Bcl-xL primary: Bcl-xL (human) inhibition; GST-Bcl-xL / FITC-Bim BH3 peptide fluorescence polarization; 0.7% of 320,000 active; inhibition, % at 10.9 µM; Q07817;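 active = inhibition above the mean of all tested compounds plus 3 SD, cutoff set per campaign, cut at about 30% in these data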;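 note: 0% = DMSO wells and 100% = unlabeled Bim-BH3 peptide competitor; inhibitors lower millipolarization by displacing the labeled peptide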
MCL1 BIM primary: MCL1-BIM-BH3 interaction inhibition (human) | Q07820 | GST-MCL1 / FITC-Bim-BH3 fluorescence polarization | inhibition, % at 10.9 µM | 0.68% of 320,000 active | AID 2057;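 active = inhibition above the mean inhibition of all tested compounds plus 3 SD, set per campaign, cut at about 40% in these data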;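 note: 0% = DMSO wells and 100% = unlabeled Bim-BH3 peptide control; higher means more loss of mP so more displacement of Bim peptide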
Target sequence (Q07820 whole entry, looked up): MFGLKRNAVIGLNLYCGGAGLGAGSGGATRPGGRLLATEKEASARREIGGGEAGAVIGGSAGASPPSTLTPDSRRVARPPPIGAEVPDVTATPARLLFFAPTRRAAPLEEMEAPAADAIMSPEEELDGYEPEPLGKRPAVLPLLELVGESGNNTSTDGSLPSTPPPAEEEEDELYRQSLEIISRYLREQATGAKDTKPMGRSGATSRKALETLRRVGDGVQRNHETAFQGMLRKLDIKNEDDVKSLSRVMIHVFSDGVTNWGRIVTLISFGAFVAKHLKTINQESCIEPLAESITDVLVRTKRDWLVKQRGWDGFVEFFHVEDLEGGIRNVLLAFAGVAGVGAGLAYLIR
Efflux pump inh: antifungal efflux pump inhibition, Nile Red retention; S. cerevisiae Candida pump triplex; inhibition, % at 10 µM; 0.44% of 330,000 active; AID 485275;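 active = plate passing quality check with inhibition over a set limit, or well fluorescence over plate mean plus 4 SD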;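 note: Nile Red retained in pooled yeast measured as flow cytometry median fluorescence; 0% = buffer negative control and 100% = Enniatin B positive control; higher means more Nile Red kept so more efflux inhibition; some compounds called inactive have numbers as strong as hits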
ZTA counter: ZTA (EBV) inhibition in EBNA-1 counter-screen | P03206 | ZTA-DNA binding, fluorescence polarization | 0.15% of 320,000 active | inhibition, % at 11 µM; in the data active = inhibition above about 33%
EBNA-1 inhibitor: blocks EBNA-1 binding to DNA | EBNA-1 DNA binding, fluorescence polarization | inhibition, % at 14.8 µM | 0.34% of 300,000 active; in the data active = inhibition above about 28%
GLD-1 RNA inh: GLD-1-TGE RNA interaction inhibition (C. elegans); Q17339; purified GLD-1 + fluorescein TGE RNA, fluorescence polarization; inhibition, % at 5.96 µM; 0.44% of 320,000 active; AID 2280;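 active = percent inhibition above a per-plate cutoff, the plate mean of test compounds plus 3 SD, cut at about 30% in these data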;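 note: 0% = DMSO wells with GLD-1 and probe and 100% = wells lacking GLD-1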
Target sequence (Q17339 whole entry, looked up): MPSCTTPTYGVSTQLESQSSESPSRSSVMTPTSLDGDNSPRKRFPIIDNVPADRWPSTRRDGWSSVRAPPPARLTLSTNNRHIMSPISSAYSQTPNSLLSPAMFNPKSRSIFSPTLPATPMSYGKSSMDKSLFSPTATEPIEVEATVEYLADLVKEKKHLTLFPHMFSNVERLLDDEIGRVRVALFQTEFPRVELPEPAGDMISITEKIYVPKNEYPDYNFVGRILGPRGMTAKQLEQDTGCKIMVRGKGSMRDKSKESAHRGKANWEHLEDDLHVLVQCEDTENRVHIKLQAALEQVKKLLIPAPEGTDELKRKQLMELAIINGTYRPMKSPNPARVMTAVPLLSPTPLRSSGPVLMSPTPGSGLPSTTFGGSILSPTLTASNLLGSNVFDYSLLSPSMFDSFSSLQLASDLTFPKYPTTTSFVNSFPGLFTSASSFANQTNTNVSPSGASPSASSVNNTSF
* hit, by the source's call; . = no result given; & = joins results of further samples.

no.	SMILES	Fam108B counter	CR mimetic SO	MEX-5 binding	Bcl-xL primary	MCL1 BIM primary	Efflux pump inh	ZTA counter	EBNA-1 inhibitor	GLD-1 RNA inh
1	COc1ccc(OCc2cc(C(=O)N3CCC(OC)CC3)no2)c2ccccc12	3	117	1.4	3	8	-0.1	-20	-8	3
2	Cn1ccnc1SCC(=O)Nc1ccc(F)c([N+](=O)[O-])c1	-4	108	-1.7	-4	-5	-0.1	-6	0	-2
3	COCCn1c(SCC(=O)NC(C)c2ccccc2)nc2ccccc21 (configuration not stated)	-4	114	0.1	1	7	0.5	-1	-17	-3
4	CCOC(=O)C1CCN(C(=O)CN(c2ccc3c(c2)OCCO3)S(=O)(=O)c2ccccc2)CC1	5	102	-0.8	2	3	0.1	-13	-6	7
5	Cc1ccc(CNS(=O)(=O)c2ccc(C)s2)cc1	-8	107	2.1	6	8	0.2	-3	-17	4
6	CCOc1ccc(/C(O)=C2/C(=O)C(=O)N(CCCn3ccnc3)C2c2cccs2)cc1Cl (configuration not stated)	5	103	3.6	5	1	0.1	-7	-12	6
7	Cn1cccc1C(=O)NC(=O)COC(=O)CCNS(=O)(=O)c1cccc(C(F)(F)F)c1	.	131	.	2	0	0.0	-20	.	8
8	COc1cccc(N2CCN(C(=O)c3ccc(N4C(=O)NC5CC4(C)Oc4ccccc45)cc3)CC2)c1 (configuration not stated)	2	90	0.4	2	1	0.0	-12	5	-2
9	CCc1ccc(CN(C)C(=O)c2cc(S(=O)(=O)N3CCN(CC)CC3)ccc2Cl)cc1	-1	101	-1.2	-3	0	0.0	-22	-23	-2
10	Cc1cc2oc(C(=O)N(Cc3ccco3)C3CCS(=O)(=O)C3)cc(=O)c2cc1Cl (configuration not stated)	2	93	0.5	2	0	-0.1	-5	7	-2
11	CN(CC(=O)Nc1ccccc1Cl)C(=O)CN1C(=O)C2CCCCC2C1=O (configuration not stated)	3	135	0.1	3	0	0.2	2	-4	5
12	COc1ccc(-c2cc(C(F)(F)F)c(C#N)c(SCC(=O)Nc3ccc(C)cc3)n2)cc1	-6	97	-1.8	3	0	0.1	15	-1	2
13	Cc1ccc(CNC(=O)CSc2c3c(nc4ccc(Cl)cc24)CCCC3)o1	-3	99	-5.0	-1	-6	-0.1	1	11	0
14	O=S(=O)(NCCc1cn2ccccc2n1)c1cccs1	6	101	1.4	5	6	0.0	10	14	1
15	O=C(CSc1nnnn1-c1ccc(Cl)cc1)Nc1cccnc1Cl	1	111	-0.8	-1	-19	0.0	4	-2	3
16	O=C(c1cc2ccccc2o1)N1CCC(N2CCC(C(=O)N3CCCC3)CC2)CC1	0	92	2.3	4	2	-0.2	5	3	-1
17	CCC(C)OC(=O)c1[nH]c2c(c1C)C(=O)CC(c1ccc(N(C)C)cc1)C2 (configuration not stated)	2	90	4.1	7	2	0.2	-12	2	10
18	COC(=O)C1=C(CSc2nncn2C)NC(=O)NC1c1cc(C)ccc1C (configuration not stated)	3	108	-0.9	1	2	-0.1	-3	2	7
19	NC(=O)c1ccc(-n2nnnc2SCc2ccccc2)cc1	1	103	0.7	-2	2	0.1	1	-2	3
20	Cc1cc(C(=O)OCC(=O)NC2CCS(=O)(=O)C2)c(C)n1-c1ccccc1 (configuration not stated)	-2	118	1.1	3	-1	0.0	18	8	-5
21	CC1CCc2nc(NC(=O)C3COc4ccccc4O3)sc2C1 (configuration not stated)	1	95	1.6	4	9	0.0	-6	-7	-11
22	NS(=O)(=O)c1ccc(NC(=O)/C=C/c2ccccc2[N+](=O)[O-])cc1	-7	84	-2.9	0	6	0.2	-18	-4	3
23	COc1cc(OC)cc(-n2nnnc2SCC(=O)NCc2cccs2)c1	3	104	-2.6	6	1	-0.2	-3	-12	6
24	COc1ccc(C(=O)Nc2ccc(SC(F)F)cc2)cc1	3	94	0.7	5	3	0.6	4	6	3
25	CC(C)(C)NC(=O)Nc1cccc(Cl)c1Cl	1	69	-0.9	1	6	0.0	4	-5	-2

Continued.
no.	SMILES	Fam108B counter	CR mimetic SO	MEX-5 binding	Bcl-xL primary	MCL1 BIM primary	Efflux pump inh	ZTA counter	EBNA-1 inhibitor	GLD-1 RNA inh
26	CC(O)CNc1nc2c(c(=O)n(C)c(=O)n2C)n1C/C=C/c1ccccc1 (configuration not stated)	2	95	-1.9	4	9	0.0	5	6	-3
27	Cc1cccc(NC(=O)CSc2nc(N)c(NC(=O)c3cccs3)c(=O)[nH]2)c1	-8	134	0.3	1	1	0.3	6	-8	-4
28	O=C(Nc1ccc(F)cc1)Nc1nnc(-c2ccco2)s1	-3	90	-1.3	-2	-1	0.0	4	-5	-3
29	O=C(O)c1cc2c(o1)CCC/C2=N\O	-1	108	.	-5	2	0.0	-15	2	-3
30	Brc1ccc(-c2nn[nH]n2)cc1	-2	122	1.3	-3	-10	0.1	-4	2	2
31	CCOC(=O)NCc1ccc(S(=O)(=O)Nc2ccccc2C)cc1	-8	108	1.7	3	3	-0.1	15	12	-2
32	Cc1oc(-c2cccc3ccccc23)nc1CN1CCC[C@H]1CO	-2	97	3.3	5	3	-0.2	16	6	2
33	Cn1c(=O)n(-c2ccccc2)c(=O)c2c3c(sc21)COC(C)(C)C3	-2	95	2.0	5	-10	0.2	5	8	-6
34	CC(C(=O)N1CCCc2ccccc21)N1CCN(c2ccccn2)CC1 (configuration not stated)	1	99	0.7	2	-3	0.1	-8	-10	-5
35	O=C(NCc1ccc2c(c1)OCO2)c1cc2c(s1)CSC2	4	96	-0.3	0	3	0.2	10	-4	4
36	CC(=O)c1ccc(N2CCN(C(=O)c3ccc4c(c3)OCO4)CC2)cc1	2	101	-4.8	0	-4	0.3	10	-1	3
37	COc1cc2c(cc1OC)CN(Cc1cc(=O)oc3c(C)c(C)ccc13)CC2	1	108	-0.2	2	-3	0.7	1	-4	-3
38	COc1ccc(C(=O)NCCCN2CCOCC2)cc1S(=O)(=O)N1CCCc2ccccc21	1	92	1.7	6	0	0.1	-7	0	-3
39	COc1cc(C(=O)NCCc2nc3ccccc3n2C)cc(OC)c1OC	-1	82	1.7	6	3	0.0	-7	16	0
40	c1ccc(Nc2cccc(Nc3ccccc3)n2)cc1	2	87	3.3	2	5	0.0	9	6	6
41	Cn1c(C(C#N)/C(=N\S(=O)(=O)c2cccs2)c2ccccc2)nc2ccccc21 (configuration not stated)	0	104	1.0	-1	5	0.0	2	-1	8
42	Cc1cccc(C(=O)N2CCC(c3nc4ccccc4s3)CC2)c1	5	109	1.2	5	4	0.0	-9	1	10
43	CCN(CC)S(=O)(=O)C1CCS(=O)(=O)C1 (configuration not stated)	1	90	1.7	3	-3	0.1	-30	-7	-2
44	Cc1cccc(C)c1NC(=O)CNC(=O)Cn1nc(C)c(C)c(C#N)c1=O	1	98	-1.0	-2	-1	0.3	4	-8	1
45	CCC(c1nnnn1C1CCCCC1)N1CCN(C2CCCC2)CC1 (configuration not stated)	0	102	2.1	4	5	0.1	-21	-4	1
46	O=c1c2ccccc2nc(-c2ccc(Cl)cc2)n1C1CCS(=O)(=O)C1 (configuration not stated)	0	104	1.0	5	-3	0.0	-4	-3	3
47	Clc1ccc(-c2c[n+](Cc3cccc(Cl)c3)c3n2CCC3)cc1	4	100	-0.8	-1	1	0.1	-4	-2	0
48	Cc1c(C(=O)N/N=C/C(C)C)[nH]c2ccc([N+](=O)[O-])cc12	-2	84	0.8	2	14	0.0	7	-2	-1
49	COCCCn1c(SCC(=O)NC2CCCC2)nnc1-c1ccccc1	1	95	2.9	6	7	-0.1	11	9	-2
50	CCC(C)(C)NC(=O)C(c1ccccn1)N(C(=O)c1csnn1)c1ccc(C)c(C)c1 (configuration not stated)	0	97	-1.6	5	-1	0.0	-3	0	0

Some entries already given, limited to ZTA counter.
nr	mol	ZTA counter
41	Cn1c(C(C#N)/C(=N\S(=O)(=O)c2cccs2)c2ccccc2)nc2ccccc21 (configuration not stated)	2
42	Cc1cccc(C(=O)N2CCC(c3nc4ccccc4s3)CC2)c1	-9

Next records:
no.	SMILES	Fam108B counter	CR mimetic SO	MEX-5 binding	Bcl-xL primary	MCL1 BIM primary	Efflux pump inh	ZTA counter	EBNA-1 inhibitor	GLD-1 RNA inh
51	Cc1ccccc1-c1nc2c(s1)CCc1onc(-c3ccc(Cl)cc3)c1-2	-4	98	-2.6	0	-2	0.3	5	-1	11
52	COCCNS(=O)(=O)c1cccc2cccnc12	0	93	0.6	3	-1	-0.2	-14	4	-3
53	C[C@H](CCC(=O)O)[C@H]1CC[C@H]2[C@@H]3[C@H](O)C[C@@H]4C[C@H](O)CC[C@]4(C)[C@H]3C[C@H](O)[C@]12C	-1&-2&5	126&101&101	0.7&-0.3&1.0	-4&-3&-1	-7&-2&-1	0.2&-0.1&-0.1	-6&7&14	-19&3&1	2&1&5
54	O=C(NNC(=O)C1CCCO1)c1ccc([N+](=O)[O-])cc1 (configuration not stated)	0	130	-4.9	6	8	-0.2	-2	-2	2
55	CCN(CCO)Cc1csc2ccc(Br)cc12	-7	130	-1.9	2	7	-0.2	-25	-15	8
56	COc1ccc(S(=O)(=O)N2CCC(C(=O)Nc3nnc(CCN4CCCCC4)s3)CC2)cc1	-1	80	.	8	7	-0.2	-1	4	4
57	O=Cc1ccc(-c2cccc([N+](=O)[O-])c2)o1	1	94	1.1	3	1	0.1	4	5	2
58	CCN1CCCC1CNCC(O)COc1ccc(C(C)(C)C)cc1C (configuration not stated)	8	98	-0.4	-11	-11	0.1	14	4	0
59	COc1cccc(NC(=O)CN(C)CC(=O)Nc2ccc(C)cc2Cl)c1	7	102	-0.8	-1	1	-0.2	-24	1	4
60	COc1ccc(C(=O)NC(=S)N2CCN(c3ccc([N+](=O)[O-])cc3)CC2)cc1	0	80	3.0	1	8	0.1	-4	3	-1
61	CCCCC(=NCCc1c(C)[nH]c2ccc(OC)cc12)C1=C(O)CC(c2ccccc2)CC1=O (configuration not stated)	4	97	-1.9	6	4	-0.2	-4	3	1
62	CCCCCCNCC1OCc2ccccc2CO1	-1	114	-0.2	8	7	0.1	1	-5	2

Screens (PubChem BioAssay)
